Screens deposited in PubChem by MTDP.
RNase H inhibition: RNase H inhibition, HIV 1 Gag Pol polyprotein, FRET biochemical assay, screening (AID 372). HIV-1 RT RNase H, FRET RNA/DNA substrate fluorescence; higher % means a stronger effect. one-dose inhibition, % at 10 µM; IC50 in µM for titrated hits. 100,000 tested, 0.77% active; in the data active means inhibition above about 50%
The depositor's hits bear a star. Some of the compounds tested; count on the stated rates, not on these rows.

A first look (4 entries):
SMILES | RNase H inhibition
CN(C)CCN(C)Cc1ccc2ccc3cccc4ccc1c2c34 | 16%
C/C(=N\NC(=O)CCc1ccccc1)C1CC1 | 4%
O=C(Nc1cc(C(=O)Nc2ccccc2O)cc(C(=O)Nc2ccccc2O)c1)c1ccccc1 | 16%
O=C1/C(=C\c2cn(Cc3ccccc3F)c3ccccc23)SC(=S)N1c1ccc([N+](=O)[O-])cc1 | 12%

The list itself, from the first entry:
SMILES | RNase H inhibition
CN(C)CCN(C)Cc1ccc2ccc3cccc4ccc1c2c34 | 16%
C/C(=N\NC(=O)CCc1ccccc1)C1CC1 | 4%
O=C(Nc1cc(C(=O)Nc2ccccc2O)cc(C(=O)Nc2ccccc2O)c1)c1ccccc1 | 16%
O=C1/C(=C\c2cn(Cc3ccccc3F)c3ccccc23)SC(=S)N1c1ccc([N+](=O)[O-])cc1 | 12%
c1ccc(-c2n[nH]c(-c3ccccn3)n2)nc1 | 6%
CC(=O)c1[nH]c2ccccc2c1-c1ccccc1 | 10%
CC1(C)CC(=O)C2=C(C1)OC(N)=C(C#N)C2c1cccc2ccccc12 (stereo not drawn) | 17%
O=CNC(NC(=S)Nc1cc(Cl)ccc1Cl)C(Cl)(Cl)Cl (stereo not drawn) | 17%
CC1=C(C(=O)Nc2ccc(Cl)cc2)C(c2ccc(F)cc2)NC(=O)N1 (stereo not drawn) | 0%
Nc1nonc1C(=O)OCc1ccccc1 | 31%
COc1ccc(C(=O)NCCC(c2ccccc2)c2ccccc2)cc1OC | 10%
CCCc1nc2ccccc2n1C(=O)c1ccccc1C(=O)O | 1%
COC(=O)c1ccc(Oc2nc3c(c(=O)n(C)c(=O)n3C)n2Cc2ccccc2Cl)cc1 | 13%
COC(=O)c1c(NC(=O)c2ccncc2)sc2c1C(C(=O)OC)CC2 (stereo not drawn) | 12%
CSc1nnc2c(n1)OC(C1CC=C(C)CC1C)Nc1ccccc1-2 (stereo not drawn) | 6%

Five records picked at random from those above:
SMILES | RNase H inhibition
CSc1nnc2c(n1)OC(C1CC=C(C)CC1C)Nc1ccccc1-2 (stereo not drawn) | 6%
COC(=O)c1ccc(Oc2nc3c(c(=O)n(C)c(=O)n3C)n2Cc2ccccc2Cl)cc1 | 13%
CC(=O)c1[nH]c2ccccc2c1-c1ccccc1 | 10%
CCCc1nc2ccccc2n1C(=O)c1ccccc1C(=O)O | 1%
COC(=O)c1c(NC(=O)c2ccncc2)sc2c1C(C(=O)OC)CC2 (stereo not drawn) | 12%

The list continues.
SMILES | RNase H inhibition
O=C1NN(c2cccc(Cl)c2)C(=O)/C1=C\c1ccccc1O | 21%
O=C(NCCCN1CCOCC1)C(=O)Nc1cccc(Cl)c1Cl | 4%
OCC1CCCCN1CC(O)COc1ccc(C23CC4CC(CC(C4)C2)C3)cc1 (stereo not drawn) | 27%
Cc1cc(C)cc(NC(=O)c2ccc([N+](=O)[O-])o2)c1 | 10%
CCCOc1ccccc1N1C(=O)CC(N(O)c2ccccc2)C1=O (stereo not drawn) | 0%
Cc1cccc(OCC(=O)Nc2ccccc2C(C)C)c1C | 8%
CC(=O)C1=C(O)C(=O)N(CCc2ccccc2)C1c1ccccc1[N+](=O)[O-] (stereo not drawn) | 3%
Clc1ccc(/C=N/Nc2cc(N3CCOCC3)nc(N3CCOCC3)n2)c(Cl)c1 | 11%
CCOC(=O)c1ccc(N2C(=O)CC(N3CCN(C(=O)OCC)CC3)C2=O)cc1 (stereo not drawn) | 9%
O=C1c2ccc(-c3nc4ccccc4c(=O)o3)cc2C(=O)N1c1cccc(I)c1 | 0%
Cc1cc([N+](=O)[O-])ccc1N=Cc1ccc([N+](=O)[O-])s1 | 19%
CCOc1ccccc1OCCCCOc1ccccc1Br | 26%
COc1ccc(-c2n[nH]c(=S)n2C2CCCCC2)cc1 | 4%
CCOC(=O)c1ccc2nc(NC(=O)CSCC(=O)OCC(=O)c3ccc(Br)cc3)sc2c1 | 6%
O=C(COc1ccc(Cl)cc1Cl)NCc1ccncc1 | 6%
COc1ccccc1NC(=O)NC1CCCCC1 | 0%
O=[N+]([O-])c1ccc(-c2cc(-c3ccccc3)c3cc(Cl)ccc3n2)cc1 | 13%
COc1ccc(C(=O)NC(NC(=O)c2ccc(OC)c(OC)c2)c2ccc(Br)cc2)cc1OC | 6%
c1ccc(C2CCC(N3CCN(Cc4cccnc4)CC3)CC2)cc1 (stereo not drawn) | 3%
Cc1ccc(NC2=NS(=O)(=O)c3cc([N+](=O)[O-])ccc32)cc1 | 22%
O=c1/c(=C\c2ccc(N3CCCCC3)cc2)sc2nc3ccccc3n12 | 7%
CC(C)Oc1ccccc1C1CC(=O)Nc2c1cc(Br)c1ccccc21 (stereo not drawn) | 25%
NC(=O)c1nn2c(C(F)(F)F)cc(-c3ccccc3)nc2c1Br | 4%
COc1ccc(C2/C(=C(\O)c3ccccc3)C(=O)C(=O)N2CCN(C)C)cc1 (stereo not drawn) | 0%
CC(C)(C)c1ccc2[nH]c3c(cc(NCCO)c4c(=O)c5ccccc5c(=O)c43)oc2c1 | 12%
O=C(O)C1C2C=CC(O2)C1C(=O)Nc1cc(Cl)cc(Cl)c1 (stereo not drawn) | 6%
O=C(NCCSCc1ccccc1)c1ccc(CSc2ccc(Cl)cc2)cc1 | 8%
CN1c2ccccc2C(C)(C)C12C=Cc1c(ccc3ccccc13)O2 (stereo not drawn) | 13%
CN(C)c1ccc(/C=N/Nc2cc(N3CCOCC3)ncn2)cc1 | 25%
COc1ccc(CNc2ccc(C)cc2Br)cc1OC | 0%
Fc1ccc(Br)cc1/C=N/N1CCN(Cc2cccc3ccccc23)CC1 | 0%
COc1ccc(/C=C(/C#N)C(=O)Nc2ccc(C)cc2)cc1C(=O)O | 1%
O=[N+]([O-])c1ccc(Nc2ccc(Cl)c(Cl)c2)nc1 | 19%
O=S(=O)(NCc1ccco1)c1ccc(Cl)c(Cl)c1 | 0%
O=C1c2ccccc2C(=O)N1CCN1CCc2ccccc21 | 12%
CC1=C(C(=O)OC(C)C)C(c2ccccc2F)NC(=S)N1 (stereo not drawn) | 5%
COc1cccc(C(=O)N2CCN(C(=O)COc3ccccc3)CC2)c1 | 3%
O=C(COc1ccccc1[N+](=O)[O-])NCc1ccco1 | 0%
COc1ccc(NC(=O)C(=O)NCc2ccc(Cl)cc2)c(OC)c1 | 39%
Cc1ccc(OCCCCCSC#N)cc1C | 0%
Cc1ccccc1NC(=O)CSc1nc(O)c(Cc2ccccc2)c(=O)n1-c1ccccc1 | 0%
O=C(O)c1ccc(Nc2ccc([N+](=O)[O-])cn2)cc1 | 4%
COc1cc(/C=C(\C#N)c2nc3ccc(C)cc3[nH]2)ccc1Oc1ccc(C(F)(F)F)cc1[N+](=O)[O-] | 0%
CCOc1ccc(CNc2cccc(C)c2)cc1 | 12%
CC1=NN(C(=S)Cc2ccccc2)C(C)(O)C1 (stereo not drawn) | 5%
O=C(NC(=S)Nc1ccc([N+](=O)[O-])cc1Cl)c1cccc(Br)c1 | 20%
Cc1cc(/C=N\Nc2ccc([N+](=O)[O-])cn2)c(C)n1-c1ccc(O)cc1 | 46%
Cc1ccc(C(=O)c2ccc(Br)cc2)cc1S(=O)(=O)NCc1ccccc1 | 13%
COc1ccccc1NC(=O)C1=C(C)NC(=S)NC1c1cccc(OC)c1OC (stereo not drawn) | 6%
O=Cc1cc(Br)ccc1OCc1c(F)cccc1Cl | 46%
O=C(Nc1cccc(Cl)c1)c1ccccc1F | 6%
CCOc1ccc(N2COc3ccc4ccccc4c3C2)cc1 | 15%
CCN(CC)c1ccc(/C=C2/C(=O)NC(=O)N(Cc3ccco3)C2=O)c(OC)c1 | 45%
O=C(Nc1nnc(C23CC4CC(CC(C4)C2)C3)s1)Nc1ccccc1F | 6%
C/C(=N/NC(=O)/C(=C/c1ccc([N+](=O)[O-])cc1)NC(=O)c1ccccc1)c1ccccn1 | 14%
O=C1c2ccccc2C(=O)N1c1cccc(-c2csc(N3N=C(c4cccc([N+](=O)[O-])c4)CC3c3ccc(F)cc3)n2)c1 (stereo not drawn) | 19%
CN(C)c1ccc(/C=C/C=C2/SC(N)=NC2=O)cc1 | 26%
CCOc1cc(OCC)cc(C(=O)Nc2ccc(Cl)c(Cl)c2)c1 | 0%
O=C(NCCO)C(=O)NCc1ccc(Cl)cc1 | 7%
CCS(=O)(=O)N1CCN(S(=O)(=O)c2ccc(C)cc2)CC1 | 11%

New compounds follow:
SMILES | RNase H inhibition
CCCc1c(C)nc2ccc(C)cc2c1SCC(=O)O | 3%
CCOc1ccc(C(=O)Nc2ccc(OC(F)(F)F)cc2)cc1Cl | 8%
COc1ccc(CSc2nnc(SCc3ccc(OC)cc3)s2)cc1 | 2%
CC(C)(C)N1C(=O)c2ccc(C(=O)Nc3cccc(O)c3)cc2C1=O | 2%
Cc1cc(C)c2c(C)cc(Nc3ccccc3)nc2c1 | 17%
CCOc1ccc(NC(=S)NC(NC(=O)CC(C)C)C(Cl)(Cl)Cl)cc1 (stereo not drawn) | 6%
COC(=O)C1C(=O)CC(C)(O)C(C(=O)OC)C1c1cccc(Br)c1 (stereo not drawn) | 0%
C(=C\c1nc2ccccc2nc1/C=C/c1ccccc1)/c1ccccc1 | 7%
CCOC(=O)C1=C(C)NC(=S)NC1c1ccc(-c2cccc(Cl)c2C)o1 (stereo not drawn) | 32%
Cc1cc(C)c2oc(-c3cccc(NC(=O)COc4ccc(Cl)cc4)c3C)nc2c1 | 5%
COc1cc(C2NC(=O)NC(C)=C2C(=O)OCCc2ccccc2)cc(Cl)c1O (stereo not drawn) | 14%
O=C(NNS(=O)(=O)c1cccc([N+](=O)[O-])c1)c1ccccc1O | 6%
O=C(N/N=C\c1ccc([N+](=O)[O-])c(O)c1)c1ccc2c(c1)OCO2 | 11%
Cc1ccccc1-c1ncnn1-c1cccc(Cl)c1C | 21%
Clc1ccc(-n2ncnc2-c2cccc(Br)c2)cc1 | 18%

In the list so far, these contain a cyano group.
SMILES | RNase H inhibition
CC1(C)CC(=O)C2=C(C1)OC(N)=C(C#N)C2c1cccc2ccccc12 (stereo not drawn) | 17%
COc1ccc(/C=C(/C#N)C(=O)Nc2ccc(C)cc2)cc1C(=O)O | 1%
Cc1ccc(OCCCCCSC#N)cc1C | 0%
COc1cc(/C=C(\C#N)c2nc3ccc(C)cc3[nH]2)ccc1Oc1ccc(C(F)(F)F)cc1[N+](=O)[O-] | 0%

The results go on:
SMILES | RNase H inhibition
C=CCSc1nnc(-c2ccc(Br)cc2)o1 | 14%
CCc1ccccc1NC(=O)C(CC)c1ccccc1 (stereo not drawn) | 6%
O=C1C=CC(=NS(=O)(=O)c2cccc([N+](=O)[O-])c2)C=C1 | 45%
NC(=O)C1(C(N)=O)OC1c1ccc(Cl)c(Cl)c1 (stereo not drawn) | 10%
O=C1NC(=S)N(c2cccc(Cl)c2)C(=O)/C1=C/c1cc(Br)ccc1O | 13%
CCOC(=O)C1=C(C)N=c2s/c(=C\c3ccc(I)cc3)c(=O)n2C1c1cc(OC)ccc1OC (stereo not drawn) | 4%
O=C1CC(N2CCN(c3ccc(F)cc3)CC2)C(=O)N1c1ccc(Cl)c(Cl)c1 (stereo not drawn) | 5%
N#CSCCCCCOc1ccccc1Cl | 15%
Cc1c(NC(=S)NC(=O)c2ccc(F)cc2)cccc1-c1nc2ncccc2o1 | 25%
O=C(CCNc1ccc(Cl)cc1)c1cccs1 | 14%
[O-]/[N+](=C\c1ccc(OC(F)F)cc1)c1ccccc1 | 0%
COc1cccc(/C=C2\SC(=S)N(c3ccc([N+](=O)[O-])cc3)C2=O)c1O | 7%
Cc1ccc(OCC(=O)Nc2ccc3c(c2)OCCO3)c(C)c1 | 13%
O=C(COc1ccc(Br)cc1)NC1CCCCC1 | 24%
FC(F)(F)c1cccc(Nc2nc(-c3ccncc3)nc3ccccc23)c1 | 7%
Cc1cc(I)ccc1NC(=O)c1ccccc1[N+](=O)[O-] | 0%
COc1ccc(N2C(=O)CC(SC(=N)N3N=C(c4cccs4)CC3c3ccc(Br)cc3)C2=O)cc1 (stereo not drawn) | 17%
COc1ccc(NC(=O)CCN2C(=O)/C(=C/c3ccccc3Cl)SC2=S)cc1 | 13%
Clc1ccc(COc2cccc(/C=N/Nc3nc4ccccc4s3)c2)c(Cl)c1 | 8%
Clc1ccc(N2CCN(N=Cc3cccc(OCc4ccccc4)c3)CC2)cc1 | 8%
COc1ccc(OC)c(NC(=O)/C(=C/c2ccccc2)c2ccccc2)c1 | 9%
Cc1ccc(OCC(=O)O/N=C(\N)c2cccnc2)c(C)c1 | 4%
COCCCNC(=O)C(=O)Nc1ccc(Cl)cc1C | 0%
COc1ccc(/C=C(\C#N)c2nc3ccccc3[nH]2)cc1OC | 7%
O=C(c1ccc(F)c2ccccc12)N1CCc2ccccc21 | 0%
O=S(=O)(/N=C/c1ccccc1)c1cccs1 | 0%
COc1cc(/C=C2\SC(=S)NC2=O)cc(Cl)c1OCCOc1cc(C)cc(C)c1 | 10%
COc1ccc(Br)cc1/C=N/NC(=O)C(=O)N1CCCC1 | 2%
CCOc1cc(/C=C(/C#N)C(=O)Nc2ccc(Cl)cc2)ccc1OCC(=O)OC | 0%
O=C1CC(Cc2ccc(Cl)cc2)C(=O)N1c1ccc(I)cc1 (stereo not drawn) | 9%
C=COCCNC(=O)Nc1ccc(F)cc1 | 0%
CC(C)Oc1ccc(C(=O)NC(=S)Nc2cc([N+](=O)[O-])ccc2F)cc1 | 14%
N/C(=N\S(=O)(=O)c1ccc(Cl)cc1)c1ccc(F)cc1 | 15%
CC(=O)c1ccc(NC(=O)CN(c2ccccc2)S(=O)(=O)c2ccccc2[N+](=O)[O-])cc1 | 16%
O=C(N/N=C\c1ccc(N2CCCC2)c([N+](=O)[O-])c1)c1ccccn1 | 8%
Cc1ccccc1NS(=O)(=O)c1ccc(F)cc1 | 0%
CC(C)(C)NCC(O)COc1ccc(Cl)cc1 (stereo not drawn) | 5%
COc1ccc(CC(=O)Nc2sc3c(c2C(=O)Nc2ccccc2C)CCCCC3)cc1 | 12%
O=C(CSc1nc(CSc2ccc(Cl)cc2)cc(=O)[nH]1)Nc1ccccc1-c1ccccc1 | 11%
O=[N+]([O-])c1ccc(C=Nc2ccc(OC(F)(F)F)cc2)o1 | 5%
COc1ccc(/C=N/NC(=O)COc2ccccc2Br)cc1 | 5%
